# High-throughput results: PubChem, several laboratories
# CDK5 p35 inh: inhibitors of human CDK5/p35 kinase | 0.01% of 330,000 active | inhibition, % at 10 µM | Recombinant CDK5/p35, ADP-Glo luminescence, 60 min;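 active = highest replicate inhibition of at least 50% and at least 75% of replicates reaching 50%; inconclusive = only one of the two criteria met; inactive = both criteria failed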;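 note: plate controls were DMSO neutral control for no effect and GW8510 at 10 µM for full effect; many of its hits are not listed in these tables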
# Target sequence (Q00535 whole entry, looked up): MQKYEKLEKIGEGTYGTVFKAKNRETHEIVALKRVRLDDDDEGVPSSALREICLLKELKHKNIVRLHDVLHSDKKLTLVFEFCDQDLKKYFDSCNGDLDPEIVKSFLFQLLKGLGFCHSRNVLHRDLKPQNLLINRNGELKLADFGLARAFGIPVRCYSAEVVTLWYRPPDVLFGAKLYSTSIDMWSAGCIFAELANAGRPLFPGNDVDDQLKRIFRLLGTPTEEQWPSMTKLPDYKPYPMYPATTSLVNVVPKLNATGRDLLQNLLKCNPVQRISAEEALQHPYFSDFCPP
# Target sequence (Q15078 whole entry, looked up): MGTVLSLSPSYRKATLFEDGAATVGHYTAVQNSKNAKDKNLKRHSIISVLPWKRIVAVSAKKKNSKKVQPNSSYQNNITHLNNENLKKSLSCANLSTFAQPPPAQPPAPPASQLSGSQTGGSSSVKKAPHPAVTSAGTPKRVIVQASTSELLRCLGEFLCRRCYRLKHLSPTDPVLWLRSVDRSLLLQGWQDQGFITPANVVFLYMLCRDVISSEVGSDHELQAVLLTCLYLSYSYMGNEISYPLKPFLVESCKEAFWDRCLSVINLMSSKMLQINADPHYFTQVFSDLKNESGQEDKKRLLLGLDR
# Wnt act: activates Wnt/beta-catenin signaling in a reporter cell assay | activator, plate reader | activation, % at 9.35 µM | 1.2% of 300,000 active; in the data active = activation above about 30%, passing the limit was not always enough; inconclusive = no clear call, values can overlap the other calls;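 note: 0% = neutral control wells and 100% = positive control wells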
# RTF Ca sens act: cardiac RTF calcium sensitization. IANBD-labeled TnC RTF fluorescence at EC20 calcium; 0% EC20 calcium, 100% full calcium. P19429+P45379. activation, % at 7.2 µM. 0.24% of 340,000 active;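 active = activation above the mean over all tested compounds plus 3 SD, cut at about 30% in these data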;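 note: rise in fluorescence read as greater calcium sensitivity of cardiac thin filaments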
# Rtt109 HAT inh: C. albicans Rtt109 histone acetyltransferase inhibition; AID 540336; inhibition, % at 34.9 µM; purified Rtt109/Vps75, ThioGlo CoA-SH fluorescence, 4 h; Q5AAJ8; 0.16% of 330,000 active;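 active = inhibition of at least 50% in every replicate; inconclusive = best replicate reaches 50% inhibition but some replicates fall short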
# CAL PDZ FP-1: blocks peptide binding to human CAL PDZ domain; purified CAL PDZ, TMR-peptide fluorescence polarization, 1 h; Q9HD26; inhibition, % at 20 µM; AID 504414; 0.02% of 330,000 active;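 active = highest replicate inhibition of at least 40%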;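 note: plate controls were DMSO neutral control wells for no effect and unlabeled competitor peptide control wells for full effect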
#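 Test system: purified CerCALP PDZ construct; Compound dosing: one concentration, 20 µM compound; Also added: TMR-labelled reporter peptide T*-PRC34 bound in PDZ groove; Read-out: inhibition from polarization loss; Controls: unlabelled peptide and DMSO controls; Signal: FP readout, S and P plane fluorescence; Incubation: 1 h at RT.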
# Tat transport: E. coli Tat transport inhibition; E. coli MC4100 TorA-mCherry Tat export, fluorescence; inhibition, % at 10 µM; 0.036% of 340,000 active;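 active = mean replicate inhibition at least 50% and at least half of replicates individually reaching 50%; inconclusive = only one of the two criteria met; inactive = neither criterion met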;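 note: exported cargo escapes ClpAP degradation while cytoplasmic cargo is degraded and loses fluorescence; 0% = median of neutral control wells and 100% = median of NaSCN control wells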
# dFosB activator: mouse delta FosB homodimer activation | activation, % at 25 µM | P13346 | 0.99% of 340,000 active | purified delta FosB, TAMRA-CDK5 oligo fluorescence polarization; percent of positive-control signal above neutral wells | AID 493131;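 active = mean activation above about 17%, with every replicate also reaching it, limit read from the data, passing the limit was not always enough; inconclusive = only one of the two conditions met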;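 note: fluorescence polarization rise as delta FosB binds a TAMRA Cdk5 AP-1 oligo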
# Target sequence (P13346 whole entry, looked up): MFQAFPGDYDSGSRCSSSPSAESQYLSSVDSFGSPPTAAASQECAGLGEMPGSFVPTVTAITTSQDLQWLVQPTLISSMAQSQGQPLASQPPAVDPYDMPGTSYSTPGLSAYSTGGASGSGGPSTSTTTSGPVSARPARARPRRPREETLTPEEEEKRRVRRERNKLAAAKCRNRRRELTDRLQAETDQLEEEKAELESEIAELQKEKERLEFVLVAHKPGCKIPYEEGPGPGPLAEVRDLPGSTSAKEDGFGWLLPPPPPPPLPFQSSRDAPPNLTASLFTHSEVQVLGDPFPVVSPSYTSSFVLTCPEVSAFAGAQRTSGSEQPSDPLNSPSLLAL
# MITF act: MITF TRPM1 promoter activation in melanoma cells. SK-MEL-5 TRPM1-promoter luciferase, 24 h; % of positive control, neutral wells = 0. activation, % at 12.5 µM. 0.75% of 300,000 active;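 active = mean activation of at least 80% with every replicate also reaching 80%; inconclusive = mean reaches 80% but some replicate falls short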;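 note: 0% = neutral control wells and 100% = parthenolide positive control wells; values of inactives mirror those of a sister screen read the other way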
# V-ATPase pH: yeast V-ATPase proton transport regulation by pHLuorin; AID 504577; S. cerevisiae, pHLuorin cytosolic pH fluorescence; 0.37% of 350,000 active; response, % at 10 µM; in the data active = response mostly above about 7.3%, no sharp cut-off; inactive = mostly below about 5.4%; note: actives read high; inactives centre near 0; some compounds called inactive have numbers as strong as hits
# CAL PDZ FP-2: CAL PDZ (human) peptide binding inhibition; AID 602252; 0.92% of 300,000 active; inhibition, % at 24.9 µM; purified CAL PDZ, TMR-peptide fluorescence polarization, 1 h; Q9HD26;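 active = mean inhibition of at least 30% with at least half of replicates also reaching 30%; inconclusive = no clear call, values can overlap the other calls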;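 note: 0% = DMSO neutral control and 100% = excess unlabeled competitor peptide PRC23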
# Starred values were filed as active, the others as inactive; ? = inconclusive; nt = no result given.
SMILES,CDK5 p35 inh,Wnt act,RTF Ca sens act,Rtt109 HAT inh,CAL PDZ FP-1,Tat transport,dFosB activator,MITF act,V-ATPase pH,CAL PDZ FP-2
O=C(Cc1ccc(NC(=O)C2CCCN(C(=O)C3CCCC3)C2)cc1)Nc1ccc(C(=O)N2CCOCC2)cc1 (stereo unspecified),6.3,-2,-6,-5,-1.7,-6,-1,6,2,12
O=C(CNc1cccc2ccccc12)N/N=C/c1ccc([N+](=O)[O-])cc1,-0.2,4,1,-2,-0.2,-29,-1,-11,0,-1
O=C(O/N=C1\CCCCC1c1ccc([N+](=O)[O-])cc1[N+](=O)[O-])c1c(F)cccc1F (stereo unspecified),-0.7,-3,-1,2,-1.9,3,1,nt,1,-3
Cc1ccc2oc(C(=O)N(C)Cc3ccon3)c(C)c2c1,-1.0,44*,9,4,-2.1,-10,-8,112*,0,-1
CCN1CCN(C2=C(NS(=O)(=O)c3ccccc3)C(=O)c3ccccc3C2=O)CC1,nt,-1,2,27,-1.4,-3,0,-66,0,-3
Cn1c(=O)n(C)c2cc([N+](=O)[O-])c(N3CCN(S(=O)(=O)c4ccc(C(C)(C)C)cc4)CC3)cc21,0.1,2,-25,-3,-0.3,11,0,6,-3,0
COC(=O)CCc1cccc(CCC(=O)OC)c1,-0.1,0,-5,4,-0.4,-5,8,-13,-3,-2
COC(=O)c1c(C(=O)OC)c(-c2ccc(Br)cc2)n2c1CS(=O)C2 (stereo unspecified),1.5,-1,2,9,-1.5,-4,-2,5,-3,-2
CCOc1ccc(N(CC(=O)NC2CCCC2)C(=O)CCC(=O)Nc2nccs2)cc1,-2.6,-2,-4,-1,-2.1,1,-1,-6,2,-3
COc1ccc(OC)c(CN2CCC(C(=O)N3CCOCC3)CC2)c1,0.9,-2,-3,11,-0.1,-6,-2,1,-2,-7
CN(C(=O)CSc1nnc2n1CCCCC2)C1(C#N)CCCCC1,1.3,-2,-7,-4,0.6,-13,8,1,-1,2
COc1ccc2c(C(F)(F)F)cc(=O)oc2c1C,0.3,-2,-3,-6,-0.7,5,0,7,5,-2
CCOC(=O)C1=C(C)NC2=C(C(=O)c3ccccc32)C1c1cccc2ccccc12 (stereo unspecified),0.5,-3,1,-6,-3.6,-1,-12,-15,6,-1
Cc1ccc(-c2nc3ccccc3n3nnnc23)cc1,0.4,nt,2,3,-0.3,-1,-11,32,-3,2
O=C1C2CCCN2C(=O)N1CCCN1CCN(c2ccc([N+](=O)[O-])cc2)CC1 (stereo unspecified),0.0,0,0,-3,-4.6,1,1,nt,1,-6
Cc1c(CCO)sc[n+]1CC(=O)OC12CC3CC(CC(C3)C1)C2,-0.4,-1,5,3,-0.6,-2,-5,9,0,-3
CC(Sc1nnc(CN2CCCC2)n1Cc1ccccc1)C(=O)Nc1ccc(F)cc1 (stereo unspecified),-0.1,-2,-3,4,-0.4,2,-10,-3,6,-3
COc1cccc(/C=C/C(=O)c2ccc3c(c2)OCO3)c1OC,-2.1,nt,6,2,0.8,-13,-18,nt,5,-8
CCOc1ccc(NC(=O)CN(C)C(=O)c2ccccc2Cc2ccccc2)cc1OCC,0.4,-4,-2,14,-1.0,5,-24,-8,3,-4
O=Cc1cccn1-c1c(C(=O)O)cnn1-c1ccccc1,-0.4,-2,-2,-6,0.1,-4,-1,5,2,nt
Cc1cc(NC(=O)CN2C(=O)NC3(CCCCC3C)C2=O)no1 (stereo unspecified),0.9,nt,0,3,-2.2,-3,-2,3,-4,-3
Oc1ccccc1CNCC12CC3CC(CC(C3)C1)C2,1.4,-4,-8,12,-0.9,-8,-7,21,nt,-5
CCc1ccc(/C=C\C(=O)N2CCCC2)cc1,1.5,3,-7,5,-1.1,-4,-7,44,1,-1
CCOC(=O)c1cnc(SCCc2ccccc2)nc1N,-1.5,37*,0,2,-2.3,6,-2,95*,-2,-1
CCOC(=O)c1c(S(=O)(=O)N2CCN(c3ccc(C(C)=O)cc3)CC2)c(C)n(C)c1C,1.1,0,-7,5,-2.9,-2,-5,8,0,0

# Next part (2 carried over from the part before).
SMILES,CDK5 p35 inh,Wnt act,RTF Ca sens act,Rtt109 HAT inh,CAL PDZ FP-1,Tat transport,dFosB activator,MITF act,V-ATPase pH,CAL PDZ FP-2
CCOC(=O)c1cnc(SCCc2ccccc2)nc1N,-1.5,37*,0,2,-2.3,6,-2,95*,-2,-1
CCOC(=O)c1c(S(=O)(=O)N2CCN(c3ccc(C(C)=O)cc3)CC2)c(C)n(C)c1C,1.1,0,-7,5,-2.9,-2,-5,8,0,0
COc1ccc(CC(=O)OCC(=O)c2c[nH]c3ccccc23)cc1,-0.1,2,2,1,-0.9,4,-4,-11,1,-8
Cc1ccc(/C=N/n2c(COc3ccccc3)n[nH]c2=S)s1,-2.7,nt,-4,-4,12,-1,0,nt,2,-3
CCCn1nc(C(=O)NC2CCCCCC2)c2ccccc2c1=O,-1.3,0,0,-2,-2.3,2,-16,-2,1,2
CCN(CCCNC(=O)c1cn(CC)c2ccc(S(=O)(=O)N(C)C)cc2c1=O)c1cccc(C)c1,-1.4,-8,5,-1,-4.6,4,-10,nt,4,2
COc1ccc(N(CC(=O)NCc2ccc(C)cc2)S(=O)(=O)c2c(C)noc2C)cc1,2.0,-1,3,-4,-0.9,3,-13,0,4,-4
COc1ccccc1OCCNC(=O)C1CCN(C(C)=O)CC1,-0.6,-1,4,-10,0.0,?,-8,4,1,-5
O=C(/C=C/c1cccc(F)c1)Nc1cc(S(=O)(=O)N2CCOCC2)ccc1Cl,0.4,-1,0,3,-2.1,4,-7,-8,0,nt
CCn1nc(C(=O)NNC(=O)c2cc(Cl)ccc2OC)c2ccccc2c1=O,0.4,2,1,13,-1.8,-1,-15,-18,10,nt
Cc1ccc(-c2nc3ccccc3[nH]2)cc1NC(=O)c1ccco1,-0.2,2,-1,13,-4.1,-9,-20,29,-1,-3
COc1ccc(C(=O)NNC(=O)CSc2nnnn2C)cc1,0.1,0,-2,nt,0.3,5,1,1,1,-4
O=C1N[C@@H](Cc2ccccc2)C(=O)N2[C@H]1C[C@]1(Br)c3ccccc3N(S(=O)(=O)c3ccc(F)cc3)[C@H]21,-2.7,-1,-2,15,-1.7,5,1,2,2,-4
Cc1csc(NC(=O)CSc2nnc(-c3ccccn3)n2-c2ccc(C)c(C)c2)n1,0.6,nt,-6,-1,-2.2,1,-6,7,2,-3
CC1(C)CN(c2ccc(-c3ccnc4ncnn34)cc2)C1=O,1.6,1,3,-25,-0.6,-3,-4,-9,2,4
CCOC(=O)CN1C(=O)/C(=C/c2ccc(Cl)cc2)Oc2ccccc21,0.3,-1,2,-3,-1.2,3,-1,3,1,-3
CCNS(=O)(=O)c1ccc(NC(=O)c2c(-c3ccccc3)noc2C)cc1,-1.0,-4,-1,-6,-1.2,4,-5,7,-1,6
C=CCc1c(C)nc(C)nc1N/N=C/c1ccc([N+](=O)[O-])cc1,-2.4,-2,-1,-3,nt,-6,-12,-7,-1,8
CCN(CC)c1ccc(C(=O)OCC(=O)Nc2cccc(S(=O)(=O)NC3=NCCCCC3)c2)cc1,1.3,nt,11,0,-1.0,13,-10,3,1,-8
O=C(CSCc1ccccc1)Nc1ccccc1C(=O)Nc1ccc(C(=O)O)cc1,1.4,4,-4,1,-0.4,-2,-2,24,-2,-5
Cc1ccc(OCC(=O)Nc2cccc(-c3nnc(-c4ccccc4)o3)c2)cc1,-2.2,nt,4,5,-0.3,-7,-22,49,-1,nt
N#Cc1c(NCCO)ccc([N+](=O)[O-])c1NCCO,0.0,5,0,7,-1.1,-1,-1,nt,3,-1
FC(F)(F)c1cc(-c2ccccc2)nc(NCC2CCCO2)n1 (stereo unspecified),-2.8,nt,4,-40,-0.4,2,-12,4,1,-5
Cc1c(C)c2c(OCC(=O)NCc3ccccn3)cc3c(c2oc1=O)CCC(C)(C)O3,-3.9,-1,4,-2,-2.4,7,-12,8,1,-2
O=C(CSc1nnc2scc(-c3ccccc3)n12)Nc1nsc(-c2ccc(Cl)cc2)n1,0.6,nt,1,-2,-2.9,-2,9,-7,-4,-2
CC(C)Cn1c(=O)c2c(nc3n2CCS3)n(C)c1=O,-0.7,-1,-5,0,0.7,-5,-4,-9,-3,-2
Cc1ccc(S(=O)(=O)N(CC(=O)N/N=C/c2ccco2)Cc2ccccc2)cc1,-1.5,nt,1,1,-2.3,3,-9,-5,-1,nt
# (more compounds)
SMILES,CDK5 p35 inh,Wnt act,RTF Ca sens act,Rtt109 HAT inh,CAL PDZ FP-1,Tat transport,dFosB activator,MITF act,V-ATPase pH,CAL PDZ FP-2
Cc1cc(C)cc(NC(=O)COC(=O)c2cc(=O)[nH]c(=O)[nH]2)c1,-0.7,nt,-1,3,-0.8,0,1,17,-2,8
Cc1ccccc1OCCCC(=O)Nc1ccc(Br)cc1,-0.6,1,-7,-5,-2.3,13,-4,17,-4,1
C=CCNC(=O)c1cc(Cl)cc(Cl)c1,0.9,-1,-2,-2,-1.0,4,-2,4,-1,4
CC(Cc1ccccc1)C(=O)N[C@@H](CO)Cc1ccccc1 (stereo partly specified),-0.2,0,-8,2,-0.3,-4,4,4,-7,-2
Cc1cc(C)c(OCC(=O)Nc2ccc(S(=O)(=O)N3CCOCC3)cc2)c(C)c1,-0.8,-3,-5,14,-3.8,7,-6,-6,0,-3
O=C(O)c1cccc(N/C(=N\S(=O)(=O)c2ccccc2)c2ccccc2)c1,1.1,0,7,-7,-1.3,7,-2,-9,1,3
O=C(CCN1C(=O)/C(=C/c2ccc(F)cc2)SC1=S)NCCc1cnc[nH]1,0.0,-1,-1,0,-1.8,0,-7,5,3,-10
COc1ccc([C@H]2Cc3cccc(O)c3C(=O)O2)cc1O,0.2,16,0,5,-1.4,-3,-5,41,4,-1
O=C(Nc1ccccc1)c1cccc(C(=O)Nc2ccccc2)n1,0.7,2,-1,-4,1.1,-9,11,-7,5,15
CCOC(=O)CSC1=N/C(=C/c2ccc(-n3cncn3)cc2)C(=O)N1C(C)=O,-0.7,-1,-2,4,-1.1,-4,-1,-6,-2,3
COc1ccc(C)cc1C1=Nc2ccccc2C1(C)C,0.4,nt,6,-5,-0.3,-5,-4,8,-1,-5
COC(=O)COc1ccc2oc(=O)cc(C)c2c1,0.2,-3,-1,-7,nt,-3,4,-3,3,-2
CCOc1cc(Br)c(C(=O)O)cc1OCC,1.7,nt,6,12,-0.1,0,-4,-3,3,-3
CCCCOc1ccc(C(O)(CC)CCN2CCOCC2)cc1 (stereo unspecified),-2.1,3,4,-2,-1.3,1,0,-12,-1,-3
CC(C)CNC(=O)N[C@@H](CC(C)C)C(=O)O,0.2,-1,0,26,-1.2,-1,2,2,-3,nt
CCc1c(C(=O)N/N=C/c2cn[nH]c2-c2ccc(F)cc2)csc1C,-0.3,nt,0,-6,-3.9,-12,-10,4,4,-2
CC1CCc2c(C(=O)Nc3ccc(OC(F)(F)F)cc3)csc2C1 (stereo unspecified),1.7,nt,1,-4,0.2,-5,3,41,0,-4
CCOC(=O)N1CCN(c2ccccc2OC)CC1,-0.8,-1,-4,7,0.0,3,0,0,5,-6
CS(=O)(=O)c1sc(C(=O)NC(=O)Nc2cccc(C(F)(F)F)c2)c2c1C=CCC2,0.3,-1,-2,-8,-0.8,0,-1,-5,-3,-4
